# APOBEC3A inh = blocks human APOBEC3A ssDNA deamination; recombinant A3A, FAM/TAMRA ssDNA deamination fluorescence; inhibition, % at 20 µM; 330,000 compounds, 0.41% hits;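 active = at least 40% inhibition at 20 µM here, with at most 30% in a related deaminase screen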;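 note: plate controls were A3A with DMSO for no effect and wells lacking A3A enzyme for full effect; some results filed as inactive read as strong as hits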
# Target sequence (P31941 whole entry, looked up): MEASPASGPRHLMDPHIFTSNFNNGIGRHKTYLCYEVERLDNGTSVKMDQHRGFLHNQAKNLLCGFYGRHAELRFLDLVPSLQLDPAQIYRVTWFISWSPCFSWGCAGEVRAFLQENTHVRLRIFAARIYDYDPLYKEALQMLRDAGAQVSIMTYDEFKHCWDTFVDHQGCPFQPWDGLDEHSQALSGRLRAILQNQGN
# mIAP block = mouse IAP inhibition; AID 2806; purified mouse IAP, CDP-Star luminescence, 30 min; inhibition, % at 10 µM; 330,000 compounds, 0.2% hits;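 active = inhibition of at least 40% at 10 µM in the primary screen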;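 note: plate controls were DMSO with enzyme for no effect and no enzyme wells for full effect; values of inactives mirror those of a sister screen read the other way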
# APOBEC3G inh = inhibitors of human APOBEC3G DNA deaminase | recombinant A3G, ssDNA deamination FAM/TAMRA fluorescence | inhibition, % at 20 µM | 330,000 compounds, 0.28% hits;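 active = inhibition of at least 40% at 20 µM, with no more than 30% in the related APOBEC3A deaminase screen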;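 note: plate controls were DMSO wells with A3G for no effect and wells lacking A3G enzyme for full effect; some compounds called inactive have numbers as strong as hits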
# Target sequence (Q9HC16 whole entry, looked up): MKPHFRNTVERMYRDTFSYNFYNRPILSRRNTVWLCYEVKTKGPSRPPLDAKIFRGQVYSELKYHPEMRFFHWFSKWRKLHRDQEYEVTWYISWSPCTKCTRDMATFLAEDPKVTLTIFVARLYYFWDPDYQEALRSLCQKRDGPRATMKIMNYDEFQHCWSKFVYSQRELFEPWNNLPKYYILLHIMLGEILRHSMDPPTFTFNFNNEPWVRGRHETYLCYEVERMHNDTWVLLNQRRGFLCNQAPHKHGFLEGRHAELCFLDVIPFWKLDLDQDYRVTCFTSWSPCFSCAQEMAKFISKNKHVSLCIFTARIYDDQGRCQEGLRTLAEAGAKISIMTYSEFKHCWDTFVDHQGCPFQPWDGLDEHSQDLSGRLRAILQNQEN
# beta cell repl = induces beta-cell replication in MIN6 cells | AID 2380 | MIN6 cells proliferation, ATPlite luminescence, 48 h; cells starved in 0.2% serum; 100% = growth in 10% serum | 330,000 compounds, 0.29% hits | proliferation, % at 10 µM;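 active = compounds whose signal lies at least 3.5 SD above the mean of all wells on their plate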;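 note: 0% = DMSO-treated cells in low-serum medium and 100% = 10% serum control; some compounds called inactive have numbers as strong as hits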
# mIAP activ = increases mouse intestinal alkaline phosphatase activity; muIAP, CDP-Star luminescence, 30 min; active compounds read high; 1 = vehicle-only enzyme signal, 0 = enzyme-free wells; activation factor at 10 µM; 330,000 compounds, 0.24% hits; AID 2805;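 active = activation factor of at least 2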; note: the source names both 10 and 20 µM as test concentration; values of inactives mirror those of a sister screen read the other way
#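 Assay system: mouse IAP enzyme; reagent: chemiluminescent substrate CDP-Star; dosing: test compounds delivered from DMSO solution; schedule: 30 min at room temperature; measured by: luminescence from enzymatic CDP-Star hydrolysis; controls: DMSO-only wells and no-enzyme negative control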
# ATG4B inh = ATG4B (human) cysteine protease inhibition; Q9Y4P1; ATG4B cleavage of LC3-PLA2, NBD-HPC fluorescence, 1 h; inhibition, % at 8.33 µM; 340,000 compounds, 0.51% hits; AID 504462; in the data active = inhibition above about 40%
# Target sequence (Q9Y4P1 whole entry, looked up): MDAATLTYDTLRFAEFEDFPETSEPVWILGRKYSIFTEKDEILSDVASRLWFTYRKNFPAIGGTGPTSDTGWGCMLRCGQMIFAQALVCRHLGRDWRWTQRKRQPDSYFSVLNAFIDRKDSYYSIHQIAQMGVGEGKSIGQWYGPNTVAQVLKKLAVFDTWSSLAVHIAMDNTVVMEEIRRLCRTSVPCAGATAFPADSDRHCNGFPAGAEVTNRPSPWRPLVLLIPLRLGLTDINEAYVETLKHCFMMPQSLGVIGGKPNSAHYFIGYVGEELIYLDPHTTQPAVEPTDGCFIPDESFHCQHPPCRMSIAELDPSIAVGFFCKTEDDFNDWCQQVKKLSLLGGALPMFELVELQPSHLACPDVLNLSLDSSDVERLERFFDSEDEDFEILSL
# hIAP act = human IAP activation; P09923; purified human IAP, CDP-Star luminescence, 30 min; active compounds read high; 1 = vehicle-only enzyme, 0 = enzyme-free background; activation factor at 10 µM; 330,000 compounds, 0.16% hits; AID 2524;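 active = activation factor of the enzyme at least 2-fold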; note: the source names both 10 and 20 µM as test concentration; values of inactives mirror those of a sister screen read the other way
# MPTP block = inhibitors of mitochondrial permeability transition pore | 360,000 compounds, 1.4% hits | isolated mouse mitochondria, Ca2+ swelling absorbance, 30 min | inhibition, % at 10 µM;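 active = inhibition of 50% or more, scaled per plate between neutral and stimulator controls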;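 note: 0% = DMSO wells given calcium and 100% = 1 mM EGTA wells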
# hIAP block = human IAP inhibition. P09923. AID 2544. inhibition, % at 10 µM. 330,000 compounds, 0.12% hits. purified IAP, CDP-Star luminescence, 30 min;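 active = inhibition reaching a set limit with compound at 10 µM in the primary screen, cut at about 35% in these data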;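 note: plate controls were DMSO wells with enzyme for no effect and no-enzyme buffer wells for full effect; values of inactives mirror those of a sister screen read the other way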
# The depositor's hits bear a star; . = no result given.
compound	APOBEC3A inh	mIAP block	APOBEC3G inh	beta cell repl	mIAP activ	ATG4B inh	hIAP act	MPTP block	hIAP block
CC1=C(C(=O)OC(C)C)C(C)NC(=O)N1 (configuration not stated)	0	-4	-3	-1	1	0	0.9	1.0	10
CCOCc1nnc(NC(=O)c2ccco2)s1	1	-5	2	-2	1.1	-3	0.94	-0.9	6
CCCCCOC(=O)NCCOC(=O)Nc1ccc(C(=O)OCC)cc1	1	0	-1	-5	0.99	-9	1.1	62*	-9
CCOc1ccc(S(=O)(=O)Nc2ccn(C)n2)cc1	-4	-4	-6	1	1	1	0.87	-0.6	13
CN(C)c1ccc(-c2nnn(CC(=O)NCc3ccc4c(c3)OCO4)n2)cc1	-4	8	-9	4	0.92	12	0.93	-0.9	7
Cc1nn(Cc2noc(C(=O)NCC3CCCO3)n2)c(C)c1Br (configuration not stated)	-4	-6	-6	-3	1.1	-3	1.1	-0.2	-12
CCN1CCN(c2cc(C)c3cc(NC(=O)c4ccc5c(c4)OCO5)ccc3n2)CC1	1	-15	-2	-6	1.1	2	1	0.7	-2
CC(C)(C)c1ccc(C(=O)N2CCC(C(=O)NCCC3=CCCCC3)CC2)cc1	0	-16	-3	-2	1.2	-8	0.78	2.1	22
Cc1cc(C(=O)OCC(=O)N(CC(C)C)c2c(N)n(Cc3ccccc3)c(=O)[nH]c2=O)c(C)o1	0	1	-11	-2	0.99	4	1.1	-1.8	-5
CCCNc1c(NS(=O)(=O)c2cccs2)c(=O)oc2ccccc12	2	-7	-6	0	1.1	7	0.97	-2.3	3
Clc1ccc(CSC2=NCCCN2)cc1Cl	1	-6	1	-1	1.1	0	1.1	0.9	-8
O=C(COC(=O)c1ccc(F)cc1)NCc1ccc(F)cc1	-3	4	-4	3	0.96	1	1	-2.5	-3
CCc1ccc(NS(=O)(=O)c2cc3c(cc2C)n(C)c(=O)c(=O)n3C)cc1	0	5	-7	-5	0.95	-7	0.85	-0.1	15
O=C(O)C(Nc1nc(C(F)(F)F)nc2ccccc12)c1ccccc1 (configuration not stated)	-5	3	-10	-2	0.97	-5	1.2	-1.3	-16
COc1cccc(CNC(=O)CN(C)S(=O)(=O)c2ccc3c(c2)c(=O)n(C)c(=O)n3C)c1	-3	-8	-8	-1	1.1	-17	1.2	-1.4	-22
C[C@@]12C(=O)N(c3ccccc3)C(=O)N1[C@@H]1c3ccccc3OC[C@@H]1[C@H]2c1ccccc1	0	0	-6	-5	1	-3	0.92	1.0	8
O=C(CCn1c(=O)sc2ccccc21)NCCCn1ccnc1	-4	0	-6	0	1	-22	1	0.3	-1
CCOc1ccc(S(=O)(=O)NCCC(=O)NCC(c2ccc(OC)cc2)N2CCCC2)cc1 (configuration not stated)	0	-7	-4	-3	1.1	-3	0.96	-2.2	4
COc1ccc2nc(Cl)cc(Cl)c2c1	-2	-2	-6	5	1	2	0.86	1.3	14
CCOc1ccc(CN(C)C(=O)c2ccc3ccccc3n2)cc1	-4	2	-9	1	0.98	-2	0.88	-4.2	12
C=C(C)CSc1nnc2n(N)c(=O)c3ccccc3n12	2	-4	-1	0	1	-4	0.96	-0.2	4
COCCCNc1oc(-c2ccccc2Cl)nc1C#N	-4	4	-6	7	0.96	-10	1.2	1.6	-20
Cc1c(C(=O)OCC(=O)N2c3ccccc3CC2C)oc2ccccc12 (configuration not stated)	-6	7	-4	-3	0.93	10	1	-1.4	-5
COC(=O)C1C2C=CC(C3CC23)C1C(=O)OCC(=O)c1ccc(OC)cc1 (configuration not stated)	-1	3	-5	-1	0.97	0	1.1	0.5	-5
Cc1cc(NS(=O)(=O)c2ccc(NC(=O)c3cccnc3)cc2)nc(C)n1	-2	3	-11	0	0.97	0	0.97	1.2	3
Cc1cc(=O)oc2cc(OCC3CC(c4ccccc4)=NO3)ccc12 (configuration not stated)	3	-2	-3	-1	1	-7	1.1	-0.8	-13
C=C[C@@H]1c2cc(C)ccc2N(S(=O)(=O)c2ccc(C)cc2)[C@H](c2ccccc2)C1(C#N)C#N	-4	-6	-12	-4	1.1	-4	1	-0.3	-2
CCN(CC(=O)NC1CCS(=O)(=O)C1)S(=O)(=O)c1ccccc1 (configuration not stated)	0	0	-5	1	1	12	0.94	-1.6	6
COc1ccc(S(=O)(=O)N(CC(=O)NCc2ccncc2)c2cc(C)cc(C)c2)cc1OC	-5	5	-12	-4	0.95	3	0.94	4.3	6
Cc1ccc(OCCCCN2CCc3ccccc3C2)cc1	-3	6	-8	-3	0.94	0	0.85	0.7	14
Cc1ccc(C)c(NC(=O)C(=O)NCC2CCCN2S(=O)(=O)c2cccs2)c1 (configuration not stated)	-3	6	-10	4	0.94	-1	0.97	0.1	3
CCOC(=O)n1cc(-c2cnc(CNC(=O)C(C)(c3ccccc3)c3ccccc3)o2)c2ccccc21	-6	-5	-11	-7	1.1	-5	0.99	.	1
NC(N)=NC(N)=Nc1ccc2ccccc2c1	-1	3	-6	-2	0.97	-13	0.99	0.2	1
CCOC(=O)C1(CCc2ccccc2)CCN(Cc2ccn[nH]2)CC1	-4	2	-7	-2	0.98	0	1.3	-0.4	-34
O=C(C1CC1)N1N=C(c2ccccc2)CC1(O)C(F)(F)C(F)(F)F (configuration not stated)	-4	11	0	1	0.89	3	0.91	1.1	9
CCOC(=O)C(=CNc1ccccc1N1CCOCC1)C(=O)OCC	-3	-5	-7	6.0*	1	-3	1.1	0.6	-8
COc1ccc(N(C(=O)c2ccc(S(=O)(=O)N3CCCC3)cc2)C2C=CS(=O)(=O)C2)cc1 (configuration not stated)	1	10	-6	1	0.9	-6	0.85	-1.1	15
Fc1cccc(CSc2nc3ccncc3[nH]2)c1	1	5	0	-5	0.95	-17	0.91	1.1	9
O=C(c1ccc(Cl)cc1)C1CCN(CC(=O)N2CCCCC2)CC1	-1	6	0	0	0.94	4	1.1	-0.2	-8
Cc1ccc(N2C(=O)C3CC(c4ccccc4)=C4C5C=CC(C6C(=O)N(c7ccc(C)cc7)C(=O)C56)C4C3C2=O)cc1 (configuration not stated)	-2	10	-10	-2	0.9	10	0.94	-2.2	6
COCc1c(C(=O)N/N=C(/C)c2cccs2)nnn1-c1nonc1N	-1	6	-10	-4	0.94	12	1.1	-0.6	-10
CCCCN(C)c1ccc([N+](=O)[O-])cc1	-2	24	-8	0	0.76	-2	1	2.8	-2
CSc1ccc(CNC(=O)c2c(C)noc2C)s1	0	-9	-8	-2	1.1	-4	0.99	0.7	1
Cc1cccc(-n2ncc3c(N(C)Cc4ccccc4)ncnc32)c1	1	7	-6	-2	0.93	4	0.97	-0.5	3
Cc1ccc(-c2cnc(SCCNC(=O)c3ccco3)[nH]2)cc1	3	-9	-4	1	1.1	9	1.1	0.0	-9
CCCCn1c(SCc2ncc(-c3ccccc3)o2)nc2cc(S(N)(=O)=O)ccc21	-3	8	-7	-5	0.92	-24	0.99	20	1
Cc1cc(C)c[n+](C(C)C(=O)c2ccc(-c3ccccc3)cc2)c1 (configuration not stated)	-2	10	-6	-6	0.9	-6	1	1.9	-2
CCCOc1ccc(C(CC(=O)O)NC(=O)c2ccc3c(c2)OCO3)cc1 (configuration not stated)	0	-7	-2	1	1.1	-7	1.1	-0.4	-15

# Just APOBEC3A inh and ATG4B inh, for three of the compounds above:
Structure,APOBEC3A inh,ATG4B inh
CCCCN(C)c1ccc([N+](=O)[O-])cc1,-2,-2
Cc1ccc(-c2cnc(SCCNC(=O)c3ccco3)[nH]2)cc1,3,9
COCc1c(C(=O)N/N=C(/C)c2cccs2)nnn1-c1nonc1N,-1,12

# Continuation:
compound	APOBEC3A inh	mIAP block	APOBEC3G inh	beta cell repl	mIAP activ	ATG4B inh	hIAP act	MPTP block	hIAP block
CC(C)(C)OC(=O)C[C@H]1C/C=C\C[C@@H](CC(=O)NCCO)C(=O)NCCOC1=O	-2	-5	-9	0	1.1	-1	0.98	0.6	2
Cc1ccc(S(=O)(=O)c2cc3c(=O)n4ccccc4nc3n(Cc3ccco3)c2=N)cc1	14	-8	18	-6	1.1	-4	0.89	37	11
COc1ccc(C(=O)NCCS(=O)(=O)NCc2ccc(F)cc2)cc1	-2	5	-7	2	0.95	-2	1.2	0.5	-22
CNC(=O)CC(=O)Nc1ccccc1C(=O)O	3	-16	8	-1	1.2	2	1	-5.3	-2
Cc1ccc(C)c(OCC(O)CN2CCCCC2C)c1 (configuration not stated)	-4	0	-5	0	1	2	0.86	-0.3	14
O=C(N/N=C/c1c(O)n(Cc2ccco2)c(=O)[nH]c1=O)c1ccccc1	18	23	4	1	0.77	-7	1.7	-7.3	-67
Cc1ccc2nc(N(CCCN(C)C)C(=O)c3ccc(S(=O)(=O)N(C)C)cc3)sc2c1	1	7	4	-1	0.93	-12	0.95	1.4	5
CCCc1nnc(NC(=O)CS(=O)(=O)c2ccc(C)cc2)s1	-5	4	-5	-2	0.96	3	1.2	-0.8	-22
CCOc1ccc(NC(=O)CCC(=O)NNC(=O)COc2ccc(C)cc2Br)cc1	-1	49*	-7	-5	0.51	8	2	2.0	-96
CC(C)(C)OC(=O)C[C@H]1C/C=C\C[C@@H](CC(=O)NCCO)C(=O)NC[C@@H](c2ccccc2)OC1=O	-4	6	-9	0	0.94	-10	0.87	-2.3	13
CC1CCCC(C)N1C(=O)COC(=O)c1ccc2ccccc2n1 (configuration not stated)	2	-5	-2	2	1.1	-7	0.94	-2.1	6
On1nnc2c3ccccc3c3ccccc3c21	0	-5	-7	-2	1.1	-8	1.1	-1.3	-10
COc1ccc(Cl)cc1NC(=S)NCc1cccnc1	-1	-19	-7	-1	1.2	2	1	0.1	-4
C/C(=N\Nc1c([N+](=O)[O-])c(C)nn1C)c1ccc(F)cc1F	0	-3	2	0	1	8	0.98	0.1	2
Cc1cc(C=C2C(=O)c3ccccc3C2=O)c(C)n1-c1ccccc1	-2	15	-8	-5	0.85	45*	0.84	-0.3	16
CCOC(=O)N1CCN(C(=O)c2cc(-c3ccc(OCC)cc3)nc3ccccc23)CC1	2	7	-3	-6	0.93	-4	0.91	-1.1	9
COCCNC(=O)c1cc(-c2cccs2)on1	-2	-10	-12	-6	1.1	-13	1.4	1.7	-41
COc1ccc(C(F)(F)F)cc1N/C=C/c1nnnn1-c1ccc(C)cc1	-2	-2	3	-3	1	2	0.92	1.5	8
COc1cccc(-c2cc(C(F)(F)F)nc(N3CCCCC3)n2)c1	-1	1	-5	-6	0.99	-12	0.99	3.0	1
COc1ccc(CCC(=O)NCCOc2ccc(Cl)cc2)cc1	1	0	5	0	1	-2	0.94	0.1	6
CCOC(=O)/C=C(\C)Nc1cc(C)nn1-c1ccccc1	-4	0	-4	-1	1	2	1	1.2	-5
Cn1c(Cc2cccc3ccccc23)nnc1SCC(=O)N1CCN(c2cccc(Cl)c2)CC1	-2	1	-3	-3	0.99	-18	0.99	-0.5	0
Cc1ccc(NC(=O)CN2c3cccc4cccc(c34)S2(=O)=O)cc1S(=O)(=O)N1CCOCC1	-1	-3	-3	-2	1	-20	0.98	3.2	2

# 3 entries from above, arranged by heavy-atom count, ascending:
compound	APOBEC3A inh	mIAP block	APOBEC3G inh	beta cell repl	mIAP activ	ATG4B inh	hIAP act	MPTP block	hIAP block
COCCNC(=O)c1cc(-c2cccs2)on1	-2	-10	-12	-6	1.1	-13	1.4	1.7	-41
COc1ccc(CCC(=O)NCCOc2ccc(Cl)cc2)cc1	1	0	5	0	1	-2	0.94	0.1	6
COc1cccc(-c2cc(C(F)(F)F)nc(N3CCCCC3)n2)c1	-1	1	-5	-6	0.99	-12	0.99	3.0	1
